TbREL1 primary: TbREL1 inhibition, primary screen; inhibition, % at 9.66 µM; TbREL1 RNA ligation, FRET fluorescence; 89,000 tested, 0.49% active; P86926;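 active = inhibition above the mean inhibition across all screened compounds plus 3 SD, cut at about 11% in these data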;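 also: 0% = plate median of test wells and 100% = NSC42067 control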
Target sequence (P86926 whole entry, looked up): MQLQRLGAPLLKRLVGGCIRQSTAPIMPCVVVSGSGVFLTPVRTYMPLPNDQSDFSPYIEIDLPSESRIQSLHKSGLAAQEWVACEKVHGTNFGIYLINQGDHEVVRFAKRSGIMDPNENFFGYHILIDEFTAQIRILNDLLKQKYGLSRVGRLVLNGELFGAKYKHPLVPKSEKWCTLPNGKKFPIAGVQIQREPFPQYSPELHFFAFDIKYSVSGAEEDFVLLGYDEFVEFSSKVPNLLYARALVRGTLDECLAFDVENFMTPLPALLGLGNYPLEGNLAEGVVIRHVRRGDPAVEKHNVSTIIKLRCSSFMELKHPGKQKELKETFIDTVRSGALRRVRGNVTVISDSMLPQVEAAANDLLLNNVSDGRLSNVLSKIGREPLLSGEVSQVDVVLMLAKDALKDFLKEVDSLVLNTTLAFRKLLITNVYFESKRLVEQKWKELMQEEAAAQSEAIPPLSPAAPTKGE
An asterisk follows results filed as active. A portion of the library; the hit share may differ from the screen's.

compound | TbREL1 primary
Cc1ccc(NC(=O)CN(C)C(=O)Cc2ccc(Cl)cc2Cl)cc1 | 0.5
O=C(CCCCCN1C(=O)c2ccccc2C1=O)NC1CCCC1 | -2.2
O=C(c1cscn1)N1CCCC(N2CCN(c3ccc(F)cc3)CC2)C1 (stereo not drawn) | -3.8
O=C(Nc1cc(C(F)(F)F)ccc1Cl)C1CCN(c2nnc(-n3cccc3)s2)CC1 | 3.1
O=C(c1cc2sccc2n1Cc1ccc(F)cc1)N1CCc2ccccc21 | 0.0
COC(=O)c1cc(S(=O)(=O)NCc2ccccc2)cn1C | 1.6
CCOc1ccccc1C1C(C(=O)Nc2ccc(OC)cc2)=C(C)Nc2nc(CCCO)nn21 (stereo not drawn) | 0.2
COc1ccc(-c2ccc(C(=O)Nc3ccc4c(c3)OCO4)c3occc23)c(C)c1 | 6.9
CCOC(=O)c1c(C)[nH]c(C)c1S(=O)(=O)NCC1CCN(Cc2ccccc2OC)CC1 | -0.1
O=C(CN1C(=O)c2ccccc2S1(=O)=O)NCCc1ccc(F)cc1 | 6.1
COc1ccc([C@@H]2CC=C(C(=O)O)CN2S(=O)(=O)c2ccc(C)cc2)cc1OC | 2.9
CCNC(=O)/N=C1/NC(=O)C(C(C)C)O1 (stereo not drawn) | 0.3
CCc1ccc(NC(=O)N(CCN(C)C)C(C)c2cccnc2)cc1 (stereo not drawn) | -0.5
OCCN(Cc1ccccc1)Cc1cccc(F)c1 | 6.3
COc1cccc(CNC(=O)CN2CCCc3ccccc32)c1OC | -2.2

Single entries from the list:
Value for CCc1ccc(NC(=O)N(CCN(C)C)C(C)c2cccnc2)cc1 (stereo not drawn) under TbREL1 primary: -0.5
Value for O=C(Nc1cc(C(F)(F)F)ccc1Cl)C1CCN(c2nnc(-n3cccc3)s2)CC1 under TbREL1 primary: 3.1

Remaining list, next part
compound | TbREL1 primary
Cc1cccn2c(CNCCSc3nccn3C)c(C(=O)N3CCCCC3)nc12 | 7.5
Cc1nc2nc(Cc3ccccc3)nn2c(C)c1Cl | 1.1
CCN=C1NC(c2ccc(C(F)(F)F)cc2)C(C(=O)OC)=C(C)N1Cc1ccccc1C(F)(F)F (stereo not drawn) | 11.4*
O=C(NN=Cc1ccccc1C(=O)O)c1ccc(NS(=O)(=O)c2cccs2)cc1 | 3.8
COCCNc1nnc(SCC(=O)NC2CCCCC2)s1 | -2.0
COc1ccc(CC(=O)N2CCN=C2SC)cc1 | -1.8
CC(C)[C@H](N)C(=O)N[C@H](C(=O)N1CCC2CCN(Cc3ccccc3)CC21)C(C)C (stereo partly drawn) | 3.1
CCCN(CC1CC1)C(=S)Nc1ccc(C(C)=O)cc1 | -2.3
NS(=O)(=O)c1cccc(NC(=O)CSc2nnc(-c3ccccc3F)n2C2CC2)c1 | 0.1
O=C(OCc1nnc(-c2ccccc2)o1)c1cc(S(=O)(=O)N2CCOCC2)c(Cl)cc1Cl | 0.8
Cc1noc(C)c1COc1ccc(C(=O)NCCc2ccccn2)cc1 | 2.5
Cc1ccc([C@H]2C(C(=O)O)=CC[C@@H](c3ccc(C(C)C)cc3)N2S(=O)(=O)c2ccc(C)cc2)cc1 | 0.3
Cc1cccc(NC(=O)c2cccc(NC(=O)c3ccco3)c2)c1 | -1.8
O=C1CCC[C@@H]2C[C@@]3(C[C@@H]4CCN1[C@H]24)Nc1cc([N+](=O)[O-])ccc1NC3=NC1CCCCC1 | -2.9
CC1CCN(S(=O)(=O)c2ccc(Cl)cc2Br)CC1 | 4.7
CCC(c1nnnn1CCOC)N1CCN(Cc2ccccc2OC)CC1 (stereo not drawn) | 1.8
COc1cc(C(=O)OCc2ccccc2C#N)ccc1OCC(=O)N1CCOCC1 | 0.1
Oc1ccc(Br)cc1C1Nc2ccccc2S1 (stereo not drawn) | 4.3
Cc1ccc(C(=O)N2CCN(c3ccc(Cl)cc3)CC2)cc1 | 5.8
COc1ccc(NC(=O)CCCNS(=O)(=O)c2ccc3[nH]c(=O)oc3c2)cc1OC | 1.7
Cc1cc(C)cc(NC(=O)C2CCN(S(=O)(=O)c3c(C)n[nH]c3C)CC2)c1 | 4.0
Nc1cc(N)nc(SCC(=O)N2CCc3ccccc32)n1 | 0.6
O=C(NCCCCNC(=O)c1cccs1)c1cccs1 | 1.5
COC(C(=O)Nc1ccc(F)c(F)c1)c1ccccc1 (stereo not drawn) | 4.3
COCCN(C(=O)COC(=O)C1CC(=O)N(c2ccc(C)cc2)C1)c1c(N)n(Cc2ccccc2)c(=O)[nH]c1=O (stereo not drawn) | -3.8
NC(=O)COC(=O)CC12CC3CC(CC(C3)C1)C2 | 2.8
COc1ccc(-c2csc(N3CCC(C(N)=O)CC3)n2)cc1 | -2.0
CCOC(=O)Cc1ccc(NC(=O)c2ccccc2Br)cc1 | -0.8
COc1cc(/C=N/OCC(=O)Nc2ccc(OC(F)F)cc2)ccc1OCc1ccccc1 | 1.4
N#CCC(=O)Nc1ccc(C(=O)OCC(=O)NC2CCCCCC2)cc1 | 4.8
Cc1[nH]n(C(N)=S)c(=O)c1N=Nc1ccc(S(=O)(=O)N2CCCC2)cc1 | -1.7
O=C(c1ccccc1F)N(Cc1cccs1)C1CCS(=O)(=O)C1 (stereo not drawn) | 0.7
Cc1ccc(N(CC(=O)NC(C)(C)C)C(=O)CNC(=O)c2cccs2)cc1C | -1.3
O=C(NC(=S)NC1C2CC3CC(C2)CC1C3)c1ccccc1 (stereo not drawn) | -7.5
O=C(N[C@@H](Cc1c[nH]c2ccccc12)C(=O)O)C1CCN(S(=O)(=O)c2ccc(Cl)cc2)CC1 | -5.7
CCN(C(=O)CN1C(=O)NC2(CCC(C)CC2)C1=O)C1CCCCC1 (stereo not drawn) | -3.0
CCOC(=O)C1CCN(C(=O)CN(c2cccc(C(F)(F)F)c2)S(C)(=O)=O)CC1 | 1.0
CCOC(O)[C@H]1N[C@@H](c2ccc(Cl)cc2)[C@@H]([N+](=O)[O-])[C@@H]1c1ccccc1 (stereo partly drawn) | 1.1
Nn1c(SCC(=O)Nc2ccccc2F)nnc1-c1cccnc1 | 1.4
COC(=O)[C@@]12CCCCN1[C@H](c1ccc(-c3ccc(F)cc3)c(OC)c1)[C@H]1C(=O)N(C)C(=O)[C@H]12 | -0.8
COc1ccccc1NC(=O)Cc1coc2cc(C)ccc12 | 2.8
Cc1c(C(=O)c2ccc(Br)cc2)c(=O)n(C)c(=O)n1C | 1.0
COc1ccc(Cc2nnc(SC(C)C(=O)Nc3ccc(C(N)=O)cc3)o2)cc1 (stereo not drawn) | -0.1
CCCC(C)C(=O)Nc1nc(C)c(-c2csc(Nc3cc(Cl)ccc3C)n2)s1 (stereo not drawn) | -3.6
COc1ccc(NC(=O)CCCn2c(=O)c3sccc3n(Cc3ccc(C)cc3C)c2=O)cc1 | 4.5
O=C(Nc1ccccc1OC(F)F)c1ccc(F)cc1 | 4.2
CCN(CC)Cc1c(C(=O)N/N=C/c2ccco2)nnn1-c1nonc1N | -3.2
O=C(OCc1nc2ccc(Cl)cc2n1CCO)c1ccccc1C(=O)c1ccccc1 | -1.6
CC(C)OC(=O)CSc1nc2ccccc2s1 | 1.8
COc1cccc(C2=NOC(C(=O)Nc3cc(C)on3)C2)c1OC (stereo not drawn) | -1.9
CC1CCCCN1CCNC(=O)c1cc2c(=O)n(C)c3ccccc3c2n1C (stereo not drawn) | 0.2
O=c1c2ccccc2nc2c3ccccc3c3nncn3n12 | 2.4
C#CCOC(=O)c1ccccc1C(=O)n1nnc2ccccc21 | 0.8
CC(C)OC(=O)CN1C(=O)C(C)(C)Oc2ccc(C(=O)NC(C)(C)C)cc21 | 6.2
COc1ccc(OC)c(S(=O)(=O)CC(O)CS(=O)(=O)c2ccccc2)c1 (stereo not drawn) | -1.1
COc1ccc(NC(=O)CSc2nc3sc4c(c3c(=O)n2-c2ccc(OC)cc2)CCN(C)C4)cc1 | 10.5
O=C(NC1CCCCC1)c1cc([N+](=O)[O-])ccc1N1CCCCC1 | 0.5
O=C1CCCCC/C1=N/Nc1ccc(OCc2ccccc2)cc1 | -2.2
CCOC(=O)[C@H]1[C@H]2COc3ccc(Cl)cc3[C@@H]2N2C(=O)c3ccccc3NC(=O)[C@@]12C | 0.1
CC(/C=N/NC(=O)c1nnn(-c2nonc2N)c1CN1CCCCC1)c1ccccc1 (stereo not drawn) | 0.3

The list goes on.
compound | TbREL1 primary
Cc1cnc(NC(=O)C2CC=CCC2)s1 (stereo not drawn) | 1.1
N#CCC(=O)NC1CCC(CC2CCC(NC(=O)CC#N)CC2)CC1 (stereo not drawn) | -0.3
O=C(Nc1cccc(Cl)c1)N1CCN(C2c3ccccc3-c3ccccc32)CC1 | 6.2
C=C1CC2C(=O)N(Cc3cc(OC)ccc3OC)C(C(=O)OCC)(C(=O)OCC)C1N2C(=O)OC(C)(C)C (stereo not drawn) | -1.1
O=C(COc1ccc(-n2cnnn2)cc1)Nc1ccccc1OC(F)F | 0.1
Nc1c(C(=O)NCc2ccccc2)nnn1Cc1ccc(F)cc1 | -2.0
Nc1nc(NCC2CCCO2)nc(Nc2ccc(F)cc2)c1[N+](=O)[O-] (stereo not drawn) | 2.2
Cc1cc(-c2ccc(NC(=O)[C@@H]3CCCC[C@@H]3C(=O)O)c(C)c2)ccc1NC(=O)[C@@H]1CCCC[C@@H]1C(=O)O | 0.1
CCN(C1CCCCC1)S(=O)(=O)c1ccc(OC)c(C)c1 | -1.2
O=C(O)CCC(=NNC(=O)c1cccc(S(=O)(=O)N2CCCCC2)c1)c1ccccc1 | 1.9
CCCCC1OC2(C)OC(=N)C1(C#N)C(C#N)(C#N)C2c1ccccc1 (stereo not drawn) | -0.8
COc1ccc(CCNC(=O)Cn2c(-c3nonc3N)nc3ccccc32)cc1OC | -1.9
COc1cc(C2=NOC(C(=O)N3CCOCC3)C2)cc(OC)c1OC (stereo not drawn) | -1.9
NC(=O)c1ccc2nc(NC(=O)c3ccc(N)cc3)sc2c1 | 3.8
Cc1ccc(NCc2nnc(SCC(=O)NNC(=O)Cc3ccccc3)n2C)cc1 | -6.8
COC(=O)[C@]12CCCCC=C1N(Cc1ccc(OC)cc1)C(=O)[C@@H]2CC(=O)N1CCCCC1 | -0.3
CCCCCCCCN1[C@@H](CC(=O)OCC)c2cc(C(F)(F)F)ccc2S1(=O)=O | 0.3
COc1cccc(CNc2nc3ccccc3n2CCN2CCCCC2)c1OC | -3.5
O=C(Nc1ccccc1)/C(=C/c1cccnc1)NC(=O)c1ccco1 | -0.1
Cc1ccc2nc3c(cc(S(=O)(=O)c4ccccc4)c(=N)n3Cc3ccco3)c(=O)n2c1 | 0.0
Cc1cc(C(=O)OCC(=O)NCc2ccco2)c(C)n1-c1ccccc1 | -2.9
Cc1nn(CC(=O)NNC(=O)c2cccc(Br)c2)c(C)c1[N+](=O)[O-] | 0.6
C=C(C)COc1ccc(-c2[nH]ncc2-c2ccc(Br)cc2)c(O)c1 | 5.1
O=C(NCCN1C(=O)C2C3C=CC(C3)C2C1=O)N1CCCCC1 (stereo not drawn) | 1.5
CCn1c(C(C)NC(=O)c2cccs2)n[nH]c1=S (stereo not drawn) | -2.5
C=CCC[C@@H](Cc1ccc(F)cc1)C(=O)OC[C@@H](Cc1c[nH]c2ccccc12)NC(=O)[C@H](CC=C)CC(=O)N(CCO)Cc1ccccc1 | -3.1
CCCCC#Cc1ccccc1COC[B-](F)(F)F | -1.8
O=C(Cc1ccc(Cl)cc1)Nc1cc(S(=O)(=O)N2CCOCC2)ccc1N1CCCC1 | -6.7
COc1ccc(C2CC(C(F)(F)F)n3nc(CO)c(Cl)c3N2)cc1OC (stereo not drawn) | -2.1
O=C(CN(C(=O)CCC(=O)Nc1nccs1)c1ccc(F)c(Cl)c1)NCc1ccco1 | -1.2
Cc1c(Br)ccc(NC(=O)CCN2C(=O)C3C4CCC(C4)C3C2=O)c1C (stereo not drawn) | 1.2
C/C(=N\NC(N)=O)C1CC(Cc2ccccc2)C(=O)O1 (stereo not drawn) | -1.0
COc1ccccc1NC(=O)Cc1noc(CSc2nnc(C)s2)n1 | 0.1
OCCCN=C1CCCc2c1[nH]c1ccc(Cl)cc21 | 1.4
CC(C)Sc1nnc(Cn2c(=O)sc3ccccc32)n1-c1ccccc1 | -3.2
COc1c(Cl)c(=O)oc2ccc(Cl)cc12 | -0.2
CCOC(=O)NC(=O)CSc1ccc(S(=O)(=O)N(C)C2CCCCC2)cn1 | 0.3
O=C(Nc1nc2ccc(F)cc2s1)c1cccs1 | 1.1
C=CCN1C(=O)[C@H](CC(=O)NCCc2ccccc2OC)[C@@]2(C(=O)OCC)CCCC=C12 | -2.9
CCCn1nnc(NCc2ccc(OCc3cccs3)c(OC)c2)n1 | -1.8
Cc1ccnc(NS(=O)(=O)c2ccc(NC(=O)C3CC=CCC3C(=O)O)cc2)n1 (stereo not drawn) | -2.0
Cc1cc(C)cc(NC(=O)CSc2nc3nc(C)cc(C)n3n2)c1 | 0.5
C=CCN1CC(c2nc3ccccc3n2CCOc2ccccc2)CC1=O (stereo not drawn) | 2.7
COc1ccc(-c2c(-c3cc(OC)cc(OC)c3)n(C)c3ccc(-c4ccc(OC)nc4)cc23)cc1 | 1.6
COc1ccc(CCN2C(=O)CC(NCCc3ccc(S(N)(=O)=O)cc3)C2=O)cc1OC (stereo not drawn) | 2.4
Cc1cc(NC(=O)C2CCCN(S(=O)(=O)c3cnc[nH]3)C2)ccc1Br (stereo not drawn) | 1.1
Cn1c(SCc2c(F)cccc2Cl)nnc1-c1cccs1 | 1.0
C[C@H]1CN([C@@H](C)CO)C(=O)c2cc(-c3cccc(C(=O)N(C)C)c3)cnc2O[C@H]1CN(C)C(=O)Cc1ccccn1 | -2.5
Cn1c(CCNC(=O)c2ccco2)nc2cc(NS(=O)(=O)c3ccccc3)ccc21 | 3.3

Grouped by structure, the entries above with a cyano group
compound | TbREL1 primary
COc1cc(C(=O)OCc2ccccc2C#N)ccc1OCC(=O)N1CCOCC1 | 0.1
N#CCC(=O)Nc1ccc(C(=O)OCC(=O)NC2CCCCCC2)cc1 | 4.8
N#CCC(=O)NC1CCC(CC2CCC(NC(=O)CC#N)CC2)CC1 (stereo not drawn) | -0.3
CCCCC1OC2(C)OC(=N)C1(C#N)C(C#N)(C#N)C2c1ccccc1 (stereo not drawn) | -0.8

High-throughput results deposited in PubChem BioAssay by The Scripps Research Institute Molecular Screening Center.
